Source: PubChem
KDM5B inhibitor = Primary screen for KDM5B Histone Demethylases FDH-coupled qHTS; KDM5B demethylase, FDH-coupled NADH fluorescence (FDH is formaldehyde dehydrogenase); Potency, µM (doses to about 57.7 µM), without a hit: top-dose activity change, negative = inhibition, actives largely listed as inhibitors; hit rate 2.6% among 220,000; active means well fitted inhibition curve with a large enough effect; inconclusive means small, poorly fitted or top-dose-only effect; inactive means no such curve, though single readings can be large or run the other way; further: 0% is about no effect; nearly all actives have a fitted effect of over 70% in size
Target sequence (Q9UGL1 whole entry, looked up): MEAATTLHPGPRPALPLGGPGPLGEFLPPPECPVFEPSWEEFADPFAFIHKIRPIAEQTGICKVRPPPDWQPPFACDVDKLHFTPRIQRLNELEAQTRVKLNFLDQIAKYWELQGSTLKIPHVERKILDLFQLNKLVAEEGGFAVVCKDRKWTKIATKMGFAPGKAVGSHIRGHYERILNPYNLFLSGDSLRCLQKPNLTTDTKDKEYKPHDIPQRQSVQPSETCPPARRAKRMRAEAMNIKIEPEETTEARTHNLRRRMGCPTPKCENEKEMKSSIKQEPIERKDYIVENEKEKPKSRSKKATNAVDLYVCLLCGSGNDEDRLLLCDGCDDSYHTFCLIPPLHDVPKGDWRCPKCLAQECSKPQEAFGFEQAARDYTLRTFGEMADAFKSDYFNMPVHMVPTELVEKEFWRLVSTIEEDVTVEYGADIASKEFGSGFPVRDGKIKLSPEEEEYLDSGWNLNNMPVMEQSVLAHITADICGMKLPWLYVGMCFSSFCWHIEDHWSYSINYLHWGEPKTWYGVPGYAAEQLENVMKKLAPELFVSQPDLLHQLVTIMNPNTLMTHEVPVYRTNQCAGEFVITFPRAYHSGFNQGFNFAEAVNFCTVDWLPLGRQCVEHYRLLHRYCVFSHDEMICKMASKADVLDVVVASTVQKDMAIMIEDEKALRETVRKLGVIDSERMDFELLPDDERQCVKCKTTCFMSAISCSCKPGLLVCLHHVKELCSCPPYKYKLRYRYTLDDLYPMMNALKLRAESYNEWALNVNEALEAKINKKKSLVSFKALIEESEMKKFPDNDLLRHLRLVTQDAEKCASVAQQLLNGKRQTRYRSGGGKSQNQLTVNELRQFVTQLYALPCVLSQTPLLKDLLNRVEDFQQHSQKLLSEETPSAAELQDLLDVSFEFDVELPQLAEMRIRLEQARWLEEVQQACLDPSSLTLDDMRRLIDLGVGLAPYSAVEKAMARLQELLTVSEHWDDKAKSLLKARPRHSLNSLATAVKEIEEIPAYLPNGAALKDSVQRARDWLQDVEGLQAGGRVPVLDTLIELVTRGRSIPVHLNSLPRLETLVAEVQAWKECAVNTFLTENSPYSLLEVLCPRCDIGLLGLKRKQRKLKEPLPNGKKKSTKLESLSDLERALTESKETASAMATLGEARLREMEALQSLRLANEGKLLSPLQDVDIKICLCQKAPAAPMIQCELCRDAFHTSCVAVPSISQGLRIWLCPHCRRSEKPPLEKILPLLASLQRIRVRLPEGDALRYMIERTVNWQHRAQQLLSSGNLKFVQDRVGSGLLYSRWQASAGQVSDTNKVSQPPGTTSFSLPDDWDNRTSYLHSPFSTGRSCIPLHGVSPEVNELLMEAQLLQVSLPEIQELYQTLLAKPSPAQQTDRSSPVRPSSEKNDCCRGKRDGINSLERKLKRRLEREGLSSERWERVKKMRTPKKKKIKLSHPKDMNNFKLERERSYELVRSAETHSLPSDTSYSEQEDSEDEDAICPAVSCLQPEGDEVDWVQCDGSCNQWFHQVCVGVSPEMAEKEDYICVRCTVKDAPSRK
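Compound dilutions met 200 nM (final) KDM5BΔAP for 10 min at room temperature before substrate addition. The substrate mix held 12.5 µM H3K4me3 with cofactors 25 µM α-ketoglutarate and 50 µM Fe²⁺. NADH signal gain over 30 min defined activity.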
* = called active by the depositor; i = inactive; ? = inconclusive; [ ] = dose if it differs, or a comment. Potency means the concentration at half of the fitted maximal effect.

SMILES	KDM5B inhibitor
Cc1nn(-c2ccccc2)c(Oc2ccccc2F)c1CCC(=O)NCc1ccco1	?
CCOc1cc(OCC)cc(C(=O)Nc2ccc3oc(-c4ccc(OC)c(OC)c4)nc3c2)c1	5%
COc1ccc(OC)c(CCNC(=O)Cn2nc(C)n3c(cc4sccc43)c2=O)c1	2%
NC(=O)CCn1nc(-c2ccccc2)c2ccccc2c1=O	6%
CCN(CC)C(=O)CSc1nc2c(cc1C#N)CCCC2	12%
COc1cccc(C(=O)N2CCC(c3nn(C)c(=O)[nH]3)CC2)c1	-9%[86.2 µM]
COc1ccc(C(=O)/C=C/c2ccccc2F)cc1CSCC(=O)O	0%
O=C(COC(=O)c1cccc(NC(=O)c2ccc(Br)cc2)c1)c1ccc(Cl)cc1	-16%
CCCOc1ccc(C(N)=O)cc1	-5%
COc1ccccc1Cn1c(=O)[nH]c2cccnc21	1%[86.2 µM]
CCOc1ccc(S(=O)(=O)N(CC(=O)NCCSc2ccccc2)c2ccccc2)cc1	-18%
COCCN(CCOC)c1ncnc2c1c(-c1ccccc1)cn2-c1ccc(C)c(Cl)c1	?
c1ccc2c(CN3CCN(Cc4c[nH]c5ccccc45)CC3)c[nH]c2c1	11%
CCCCCCNC(=O)Cc1csc2nc(C)c(-c3cc(C)n(-c4ccccc4OC)n3)c(=O)n12	28µM*
Cc1ccc2c(C)c(CCC(=O)N(C)Cc3ccc4c(c3)OCO4)c(=O)oc2c1	-18%
COc1ccccc1N1CCN(S(=O)(=O)c2ccc3c(c2)CCCN3C(C)=O)CC1	10%
O=C(NC1CCCCC1)C1CCN(c2cn[nH]c(=O)c2)C1 (stereo not drawn)	13%
CCOc1ccc2nc(N3CCCC(C(=O)NCCc4ccc(OC)c(OC)c4)C3)sc2c1 (stereo not drawn)	-1%
Cn1c(SCc2cc(=O)c3cc(Cl)ccc3[nH]2)nnc1-c1ccccc1	-15%
COc1ccc(-c2nc(C3CN(C(=O)NCc4ccccc4)C3)no2)cc1	-11%
COc1cccc(CN2CCCC(C(=O)NCc3ccncc3)CCNC(=O)CC2)c1 (stereo not drawn)	i
Cc1csc2nc(COC(=O)c3cccc(NC(=O)COc4ccccc4Cl)c3)cc(=O)n12	3%
COc1ccc(C(CNC(=O)COc2ccc(C)cc2)N2CCCCC2)cc1 (stereo not drawn)	-6%
CCCCNC(=O)c1cccc(-c2cc(N3CCN(C)CC3)nc(N)n2)c1	-18%
COCCNC(=O)C1c2ccccc2C(=O)N(c2ccccc2)C12CCCCC2 (stereo not drawn)	4%
(list continues)
SMILES	KDM5B inhibitor
O=C(NCCc1ccccc1)N1CCC(N2CC3CC(C2)[C@H]2CCCC(=O)N2C3)CC1 (stereo partly drawn)	-5%
CC(C)CN1C(=O)c2cccn2CC1C(=O)NCCCOC(C)C (stereo not drawn)	-5%
Cc1ccc(CN2C(=O)NC3(CCCN(C(=O)c4ccc(F)c(Cl)c4)C3)C2=O)cc1 (stereo not drawn)	0%
CCOC(=O)c1sc(=S)n(C)c1NC(=O)c1cccc(Br)c1	?
CCn1cc(S(=O)(=O)N2CCOc3ccc(CN4CCCCCC4)cc3C2)cn1	-13%
COCC(=O)N[C@@H]1CCC[C@@H](C(=O)N(C)Cc2cccnc2)CC(=O)N(C)C1	-8%[86.2 µM]
O=C1CC(c2ccc(Cl)cc2)c2sc(C(=O)O)c(-c3ccc(F)cc3)c2N1 (stereo not drawn)	-11%
COc1ccc(NC(=O)Cn2ncc3c2-c2ccccc2OC3)cc1Cl	-23%
CCc1ccccc1NC(=O)C(C)n1nc(-c2ccc(C)c(C)c2)ccc1=O (stereo not drawn)	?
COC(=O)c1ncoc1-c1ccccc1C(=O)N1CCN(c2cc(C)ccc2C)CC1	-12%
CN(C)C[C@@H]1CN(S(C)(=O)=O)C[C@H]1NC(=O)c1ccncc1	17%
Cc1c(C(=O)N2CCC(C)CC2)c(S(=O)(=O)NCCc2ccccc2)c(C)n1C	14%
Cc1ccc(CNc2nc3c(S(=O)(=O)c4ccccc4)nnn3c3ccsc23)cc1	-38%
Cc1nn2c(-c3cccc(NC(=O)c4ccc(Cl)cc4)c3)nnc2c2ccccc12	-48%
O=C(NC1Cc2ccccc2C1)c1ccccc1C1CCNC1 (stereo not drawn)	-18%
CCc1noc(CC2CCOC3(CCN(S(=O)(=O)c4ccc(Cl)cc4)CC3)C2)n1 (stereo not drawn)	1%
COc1ccccc1-c1c(C)nn2c(SCC(=O)NCc3cccnc3)cc(C)nc12	10%
Cc1ccccc1-c1nc(-c2ccccc2OCC(=O)N2CCCC(C)C2)no1 (stereo not drawn)	0%
CN1c2cc(C(=O)N3CCC(C(N)=O)CC3)ccc2C(=O)N2CCCCC21 (stereo not drawn)	?
Cc1cccc(N(C)S(=O)(=O)c2ccc(-c3cc(C)no3)s2)c1	-18%
Cc1noc(-c2cn(C3CCN(C(=O)Cc4ccsc4)C3)nn2)n1 (stereo not drawn)	-9%
Cc1cc(C)cc(C(=O)NC2CCCCCCC2)c1	20%
O=C(CSc1n[nH]c(-c2ccc(F)cc2)n1)NCCc1ccccc1	-26%
NS(=O)(=O)c1ccc(F)c(C(=O)NCc2nc(C3CCCCC3)no2)c1	16%
COC(=O)c1ccccc1NC(=O)Cn1c(=O)n(-c2cccc(C(F)(F)F)c2)c(=O)c2c(C)c(C)sc21	4%

Reprinted from the entries so far (2 entries):
SMILES	KDM5B inhibitor
COc1ccc(C(=O)/C=C/c2ccccc2F)cc1CSCC(=O)O	0%
O=C(COC(=O)c1cccc(NC(=O)c2ccc(Br)cc2)c1)c1ccc(Cl)cc1	-16%

(further entries)
SMILES	KDM5B inhibitor
CCCCN(CC)C(=O)Nc1ccc2c(c1)N(C)C(=O)c1ccccc1S2	-12%
O=C(NCc1ccccn1)C1CCN(CC2(O)CNCCOC2)CC1 (stereo not drawn)	-20%
CN(CC(=O)NC(C)(C)C)C(=O)c1ccc2ccccc2n1	2%
O=C(NC1CCCCCC1)c1ccc(Oc2nccnc2N2CCCCC2)cc1	-10%
COc1ccc(C2=NS(=O)(=O)N(C)C(C(=O)N3CCCC3)=C2)cc1	-29%
CCCCc1ccc(NC(=O)CN2C(=O)NC3(CCS(=O)(=O)CC3)C2=O)cc1	35%[activator]
CC1CCC(C(=O)NC(Cc2ccccc2)C(=O)O)CC1 (stereo not drawn)	-8%
CCN(CC)C(=O)[C@@H]1CCC[C@@H](NC(=O)c2cnccn2)CN(C)C(=O)C1	12%[86.2 µM]
O=C(NCc1ccccc1S(=O)(=O)N1CCOCC1)c1ccc(Cl)cc1O	-28%
CN1C(=O)c2cccn2CC1C(=O)Nc1ccc(F)cc1F (stereo not drawn)	-15%
Cc1n[nH]c(=O)c2c1nnn2Cc1ccccc1Cl	31%
CCCc1noc(-c2ccn3c(CNC(=O)c4ccccc4OCC)nnc3c2)n1	10µM*
O=C(c1cnc2c(c1)CCCC2)N1CCCn2nc(CO)cc2C1	17%
Cc1ccc(C(=O)N2CCCCCNC(=O)[C@@H]3CCC[C@@H]32)cn1	-22%
O=C(c1[nH]nc2c1COc1ccccc1-2)N1CCC(Cc2nncn2CC2CC2)CC1	-1%
OC[C@@H]1CNC[C@H]1C1CCN(Cc2ccc(Cl)c(F)c2)CC1	-21%
COc1cccc(CC(=O)N2C[C@@H](Oc3cccnc3)C[C@H]2C(=O)N2CCCC2)c1	-17%
COc1ccc(Br)c(C(=O)N2CCN(S(=O)(=O)c3cccs3)CC2)c1	30%
c1cc[n+](CCC[n+]2ccccc2)cc1	-17%
O=C(NCCc1nc(Cc2ccccc2)no1)C1CNCCO1 (stereo not drawn)	12%
Cc1ccc(-c2nnc(C3CN(C(=O)c4cnccn4)CC34CCOCC4)o2)cc1 (stereo not drawn)	21%
Cc1ccc(CNc2ncnc3c2c(-c2ccccc2)cn3-c2cccc(Cl)c2)cc1	-1%
Cc1cc(Cl)cc2c(C=O)c(C(C)(C)C)[nH]c12	-5%
CCN(CC(=O)Nc1ccc(NC(C)=O)cc1)Cc1coc(-c2ccccc2)n1	7%
O=C(N[C@H]1CO[C@H]2[C@@H]1OC[C@@H]2n1cc(-c2ccccn2)nn1)c1ccc(C(F)(F)F)cc1	-15%
Next entries.
SMILES	KDM5B inhibitor
Cc1ccc(C2=NC3(CCN(C(=O)c4ccc(C)s4)CC3)ON2)cc1	-18%
O=C(N1CCCCC1)N1CCn2c(nnc2-c2cncc(Br)c2)C1	9%[115 µM]
COc1cccc(-c2nnn(CC(=O)N3CCC(c4nc5ccccc5s4)CC3)n2)c1	11%
CN1CC(=O)N(C2CCNCC2)Cc2c1ncnc2N1CCc2ccccc2C1	?
O=S(=O)(c1ccccc1)N1CCN(Cc2coc(-c3cccs3)n2)CC1	6%
CCCCCCCn1c(N2CCOCC2)nc2c1c(=O)[nH]c(=O)n2C	-3%
Cc1cc(Br)ccc1SCC(=O)OCC(=O)NC12CC3CC(CC(C3)C1)C2	-2%
COc1ccc(SC(C)C(=O)NC(C)(C#N)C(C)C)cc1 (stereo not drawn)	-3%
COc1ccc(N2CCN(S(=O)(=O)c3c(C)nc4sc(C)cn4c3=O)CC2)cc1	-8%
CN(c1ccccc1)c1ccc2nnc(-c3cc(C(=O)Nc4ccn(C)n4)ccn3)n2n1	-22%[86.2 µM]
O=C(Nc1ccc2c(N3CCCCC3)ncnc2c1)c1ccsc1	-15%
O=C(c1ccc2c(c1)OCO2)N1CC(c2noc(C3CCCN3CC3CC3)n2)C1 (stereo not drawn)	?
O=C(CSc1nc2cc(C(=O)NC3CCCC3)ccc2c(=O)n1CC1CCCO1)c1cccc(Cl)c1 (stereo not drawn)	?
N#CCOc1ccc2ccccc2c1	15%
CCN1CCC(NC(=O)CCc2ncc(-c3ccc(F)cc3)o2)CC1	-1%
CC(C)(C)C(=O)Nc1cccc(NC(=O)C2CCCCC2)c1	13%
CCC(CC)C(=O)N1CCC(Oc2nccnc2N(C)C)C1 (stereo not drawn)	-12%
CCNC(=O)N1CC(Oc2cccc(-c3nc(-c4ccccc4)no3)c2)C1	-16%
CO[C@H]1C(=O)N(C2CCN(S(=O)(=O)Cc3ccccc3F)CC2)[C@H]1c1ccncc1	2%
CC(c1ccccc1)N(C)C(=O)CSc1nc2ccccc2o1 (stereo not drawn)	4%
CCN(CC)C(=O)Cn1c(=O)n(CCCCCC(=O)NCc2ccc(C)cc2)c(=O)c2sccc21	8%
Cc1ccc(S(=O)(=O)c2nnn3c2nc(N2CCOCC2)c2sccc23)cc1C	?
CC1=NS(=O)(=O)N(Cc2ccccc2)C=C1C(=O)OCc1nc(-c2ccccc2Cl)no1	14%
CCOc1ccc(/C=N/NC(=O)c2nnn(-c3nonc3N)c2CN2CCC(C)CC2)cc1	105%[activator]
O=S(=O)(c1cccc2nsnc12)N(Cc1ccc2c(c1)OCO2)C1CCCC1	1%

Three of the entries above in order of the KDM5B inhibitor value, lowest first:
SMILES	KDM5B inhibitor
CCC(CC)C(=O)N1CCC(Oc2nccnc2N(C)C)C1 (stereo not drawn)	-12%
O=S(=O)(c1cccc2nsnc12)N(Cc1ccc2c(c1)OCO2)C1CCCC1	1%
CC(C)(C)C(=O)Nc1cccc(NC(=O)C2CCCCC2)c1	13%

Exported with each value named: entries from further up.
> CCCCCCCn1c(N2CCOCC2)nc2c1c(=O)[nH]c(=O)n2C
  KDM5B inhibitor: -3%

> Cc1cc(Br)ccc1SCC(=O)OCC(=O)NC12CC3CC(CC(C3)C1)C2
  KDM5B inhibitor: -2%

> COc1ccc(SC(C)C(=O)NC(C)(C#N)C(C)C)cc1 (stereo not drawn)
  KDM5B inhibitor: -3%

> COc1ccc(N2CCN(S(=O)(=O)c3c(C)nc4sc(C)cn4c3=O)CC2)cc1
  KDM5B inhibitor: -8%

Carrying on:
SMILES	KDM5B inhibitor
COC(=O)C1(NC(=O)CSc2ccccc2F)CCCCC1	12%
COc1cccc(C(=O)Nc2ccc(Oc3nnc(-c4ccccc4)c4ccccc34)cc2)c1	12%
COC(=O)[C@]12C[C@H](CC(=O)NCc3ccc(C)o3)C(=O)N(Cc3ccc(Cl)cc3Cl)C1=C[C@H](C1CCCC1)O[C@@H]2C	-25%
Cc1cc(Oc2cccc(Cl)c2C#N)ccc1Cl	11%
O=c1[nH]nc2n1CCN(Cc1ccsc1)CC2	46%[activator]
CCCCC(=O)Nc1ccc(OCc2cc(=O)n3c(C)csc3n2)cc1	-14%
Cc1ccc(CN2CCC3OCCN(Cc4ccccc4)C(=O)C3C2)o1 (stereo not drawn)	6%[86.2 µM]
Cc1cccc(-c2noc([C@@H]3Cc4nc[nH]c4CN3C(=O)NC(C)C)n2)c1	8.9µM*
C/C(=N\NC(=O)C1CC1c1ccc(C(C)(C)C)cc1)c1ccc2c(c1)CCCC2 (stereo not drawn)	-9%
Cc1nc(-c2ccc(OC(F)(F)F)cc2)sc1C(=O)N1CCCC1	-2%
O=C1CCN(C(=O)c2cccc3[nH]ccc23)CCCCCCN1	?
Cc1nc(-c2cccc(Cl)c2)n(CC(=O)Nc2cccc(C(C)C)c2)c(=O)c1CCO	7%
O=S(=O)(Nc1nccs1)c1ccc(NCc2cc(Br)cc(Br)c2O)cc1	-2%
Fc1ccc(C2Cn3nnc(-c4nc(-c5ccc(OC(F)(F)F)cc5)no4)c3CO2)cc1 (stereo not drawn)	20%
COc1ccc(CCn2c3c(c(=O)[nH]c2=O)C(NC(=O)c2ccc(C(C)(C)C)cc2)(C(F)(F)F)C(=O)N3)cc1OC (stereo not drawn)	-18%
CC(C)CCNC(=O)c1cc(Sc2ccc(F)cc2F)nc2ccccc12	-24%

Only part of the results is shown, so the mix of outcomes need not match the whole.
